Tat export inh: E. coli Tat transport inhibition; AID 488895; inhibition, % at 10 µM; E. coli MC4100 TorA-mCherry Tat export, fluorescence; actives 0.036% (n = 340,000);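 active = mean replicate inhibition at least 50% and at least half of replicates individually reaching 50%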;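 note: exported cargo escapes ClpAP degradation while cytoplasmic cargo is degraded and loses fluorescence; 0% = median of neutral control wells and 100% = median of NaSCN control wells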
phage Ecoli inh: E. coli growth loss with phage present; growth absorbance; inhibition, % at 11.9 µM; actives 0.26% (n = 360,000); in the data active = inhibition above about 11%
SR-BI uptake up: enhances SR-BI lipid uptake from DiI-HDL; CHO ldlA[mSR-BI] cells, DiI-HDL uptake fluorescence, 3 h; 100 = double the neutral-control signal; activation, % at 12.5 µM; actives 0.096% (n = 320,000);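 active = mean replicate activation of at least 60% and every replicate at or above 60%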;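 note: 0% = median plate neutral-control signal and 100% = twice that signal; values of inactives mirror those of a sister screen read the other way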
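Material: SR-BI-overexpressing, LDLR-lacking CHO cells; schedule: compound exposure 3 h, 37 °C; reagent: DiI-labelled HDL at 10 µg/mL final; technique: bottom-read fluorescence, 550/595 nm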
AddAB inh: less growth of phage-infected E. coli with AddAB; inhibition, % at 11.9 µM; actives 0.29% (n = 330,000); E. coli expressing H. pylori AddAB, absorbance growth; in the data active = inhibition above about 12%;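 note: 0% = vehicle wells of infected cells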
SR-BI DiI inh: mouse SR-BI HDL lipid transfer inhibition | ldlA[mSR-BI] CHO cells, DiI-HDL uptake fluorescence, 3 h | inhibition, % at 12.5 µM | actives 0.96% (n = 320,000) | AID 488896;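 active = mean replicate inhibition of at least 70% and a set share of replicates each scoring 70 or more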;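 note: 0% = median of neutral control wells and 100% = median of positive control wells; values of inactives mirror those of a sister screen read the other way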
Target sequence (Q61009 whole entry, looked up): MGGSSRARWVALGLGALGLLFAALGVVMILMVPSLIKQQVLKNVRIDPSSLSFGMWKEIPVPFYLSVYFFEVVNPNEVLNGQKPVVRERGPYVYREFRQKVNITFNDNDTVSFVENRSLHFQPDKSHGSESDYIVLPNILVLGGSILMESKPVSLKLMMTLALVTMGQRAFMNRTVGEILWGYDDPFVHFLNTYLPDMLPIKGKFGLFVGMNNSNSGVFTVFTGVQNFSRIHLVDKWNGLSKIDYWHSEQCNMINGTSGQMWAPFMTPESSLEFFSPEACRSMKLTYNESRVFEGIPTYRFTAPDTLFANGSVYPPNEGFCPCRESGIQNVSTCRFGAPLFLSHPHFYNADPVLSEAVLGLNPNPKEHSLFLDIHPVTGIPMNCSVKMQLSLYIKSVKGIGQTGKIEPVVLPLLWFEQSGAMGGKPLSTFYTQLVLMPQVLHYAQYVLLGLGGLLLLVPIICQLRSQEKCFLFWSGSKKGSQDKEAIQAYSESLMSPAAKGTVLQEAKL
Wnt bcat act: activates Wnt/beta-catenin signaling in a reporter cell assay | actives 1.2% (n = 300,000) | activation, % at 9.35 µM | activator, plate reader; in the data active = activation above about 30%, passing the limit was not always enough;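 note: 0% = neutral control wells and 100% = positive control wells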
CAL PDZ FP-1: inhibitors of human CAL PDZ peptide binding; Q9HD26; purified CAL PDZ, TMR-peptide fluorescence polarization, 1 h; inhibition, % at 20 µM; actives 0.02% (n = 330,000); AID 504414;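 active = highest replicate inhibition of at least 40%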;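 note: plate controls were DMSO neutral control wells for no effect and unlabeled competitor peptide control wells for full effect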
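Material: tagged CAL PDZ protein CerCALP, purified; buffer or medium: sodium phosphate/NaCl buffer pH 7.4 with TCEP, IgG, Thesit; also added: fluorescent TMR peptide probe; schedule: 1 h incubation at room temperature before polarization reading; technique: fluorescence polarization from S- and P-plane intensities, G-factor corrected; control set: unlabelled peptide and DMSO controls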
Ecoli viability: counter-screen for AddAB inhibitors: E. coli growth inhibition | E. coli V3065 growth, OD600 absorbance, 18 h | inhibition, % at 11.9 µM | actives 0.27% (n = 330,000);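 active = inhibition above the campaign's mean inhibition across all tested compounds plus 3 SD, cut at about 9.9% in these data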;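 note: uninfected addAB+ strain grown without phage in ampicillin broth; 0% = DMSO wells and 100% = ciprofloxacin 0.95 µg/ml wells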
CAL PDZ FP-2: CAL PDZ (human) peptide binding inhibition. inhibition, % at 24.9 µM. purified CAL PDZ, TMR-peptide fluorescence polarization, 1 h. AID 602252. actives 0.92% (n = 300,000);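 active = mean inhibition of at least 30% with at least half of replicates also reaching 30%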;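 note: 0% = DMSO neutral control and 100% = excess unlabeled competitor peptide PRC23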
MITF TRPM1 HTS: activators of MITF-driven TRPM1 promoter activity in SK-MEL-5 cells; SK-MEL-5 TRPM1-promoter luciferase, 24 h; % of positive control, neutral wells = 0; activation, % at 12.5 µM; actives 0.75% (n = 300,000);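 active = mean activation of at least 80% with every replicate also reaching 80%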;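 note: 0% = neutral control wells and 100% = parthenolide positive control wells; values of inactives mirror those of a sister screen read the other way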
* = called active by the depositor; nt = no result given.

Start of the listing, in advance (6 entries):
SMILES	Tat export inh	phage Ecoli inh	SR-BI uptake up	AddAB inh	SR-BI DiI inh	Wnt bcat act	CAL PDZ FP-1	Ecoli viability	CAL PDZ FP-2	MITF TRPM1 HTS
Cc1cccc(CSc2nnc(NC(=O)CSc3nnc(C)s3)s2)c1	-7	-0.1	-1	5.0	1	-1	-0.5	0.9	0	6
CC(=O)Nc1nc2ccccc2n1CCN(C)C	-9	0.6	-8	3.5	8	1	1.0	1.1	-1	8
COC(=O)CN(c1ccc(OCc2ccccc2)cc1)S(C)(=O)=O	5	1.6	-23	2.1	22	-2	-0.4	-0.1	-1	-5
COc1cccc(-n2nnc3c(=O)n(Cc4ccc(Cl)cc4)cnc32)c1	-7	4.1	-2	1.6	2	nt	-0.1	-1.2	-1	16
CCOc1ncccc1C(=O)N(C)CC1COc2ccccc2O1 (centres undefined)	-4	3.4	15	2.2	-15	nt	-1.0	1.7	0	9
Cc1ccc(/C=C2\SC(=S)N(Cc3ccccc3)C2=O)o1	4	1.4	20	2.6	-20	nt	-0.2	0.9	-9	8

Main list, repeating the preview:
SMILES	Tat export inh	phage Ecoli inh	SR-BI uptake up	AddAB inh	SR-BI DiI inh	Wnt bcat act	CAL PDZ FP-1	Ecoli viability	CAL PDZ FP-2	MITF TRPM1 HTS
Cc1cccc(CSc2nnc(NC(=O)CSc3nnc(C)s3)s2)c1	-7	-0.1	-1	5.0	1	-1	-0.5	0.9	0	6
CC(=O)Nc1nc2ccccc2n1CCN(C)C	-9	0.6	-8	3.5	8	1	1.0	1.1	-1	8
COC(=O)CN(c1ccc(OCc2ccccc2)cc1)S(C)(=O)=O	5	1.6	-23	2.1	22	-2	-0.4	-0.1	-1	-5
COc1cccc(-n2nnc3c(=O)n(Cc4ccc(Cl)cc4)cnc32)c1	-7	4.1	-2	1.6	2	nt	-0.1	-1.2	-1	16
CCOc1ncccc1C(=O)N(C)CC1COc2ccccc2O1 (centres undefined)	-4	3.4	15	2.2	-15	nt	-1.0	1.7	0	9
Cc1ccc(/C=C2\SC(=S)N(Cc3ccccc3)C2=O)o1	4	1.4	20	2.6	-20	nt	-0.2	0.9	-9	8
O=C(c1ccncc1)c1ccc([N+](=O)[O-])cc1	6	0.9	2	1.0	-2	2	-0.9	-0.3	-6	-6
O=c1[nH]cnc2c1C1(CCCC1)Cc1ccccc1-2	-8	0.1	23	3.9	-23	-2	-1.3	1.0	-2	1
CCCCS(=O)(=O)Nc1ccc(Cc2ccncc2)cc1	-4	0.3	34	1.1	-34	nt	-0.1	0.4	2	-6
CC1CCCCC1NC(=O)COCc1cc(-c2cccs2)on1 (centres undefined)	-3	1.3	-2	1.1	2	1	-2.0	1.0	-2	13
Cc1nc(-c2ccccc2)sc1C1(C)CC(c2ccc([N+](=O)[O-])cc2)=NO1 (centres undefined)	6	1.6	0	1.1	0	-1	-0.6	-2.6	-3	27
COc1ccccc1N(CC(=O)NCc1ccc2c(c1)OCO2)C(=O)CCC(=O)Nc1nccs1	6	-2.4	nt	2.7	nt	-2	-2.3	1.9	-3	-2
Cn1cc(CN2CCCC(C(=O)c3nccn3C)C2)c(-c2cccc(Cl)c2)n1 (centres undefined)	-3	2.4	0	0.2	0	0	-0.3	-0.6	-3	-5
COc1ccc(N2C(=O)CSCC2=O)cc1OC	1	3.8	-10	3.6	10	-2	0.1	0.4	5	0
COc1ccc(C)cc1NC(=O)COC(=O)c1ccc2c(c1)OCCO2	1	1.8	1	-1.6	-1	0	0.4	-1.8	-7	9
O=C(COC(=O)CC12CC3CC(CC(C3)C1)C2)Nc1cccnc1Cl	12	-1.8	26	-1.5	-26	-1	-0.4	-0.5	-1	16
CC(C)CNC(=O)COc1ncnc2sccc12	-1	4.4	2	2.5	-2	1	-2.8	-0.6	-4	-3
O=C(Nc1ccccc1)c1cn2ccccc2n1	-15	0.1	24	-0.3	-24	17	-1.2	1.9	-2	-2
C=CCn1c(SCc2c(F)c(F)c(F)c(F)c2F)nc(O)cc1=O	-2	2.4	16	-0.9	-16	nt	nt	0.2	1	-4
O=C(NCc1ccon1)c1ccc(OC2CCN(CCc3ccccc3)CC2)cc1	-4	4.7	12	1.9	-12	-3	-0.1	0.4	-6	9
O=C(COC(=O)c1cccs1)Nc1ccc(Cl)cn1	-5	2.6	22	0.7	-22	1	-0.1	-1.0	-5	1
O=[N+]([O-])c1nn(-c2ccc3c(c2)OCCO3)n(O)c1=NC1CCCC1	-6	2.8	-21	1.3	21	33*	nt	0.2	-1	nt
CCCCCC(O)(c1ccccc1)C(CN1CCOCC1)c1ccccc1 (centres undefined)	3	-1.3	20	nt	-20	1	-0.8	nt	-1	1
c1ccc2c(c1)OCCOCCOCCOCCOCCOc1ccccc1OCCOCCOCCO2	-3	1.9	-2	1.4	2	-2	-0.9	1.9	-3	-31
COc1cccc(C2c3[nH]c4ccccc4c3CCN2Cc2cnn(C)c2)c1 (centres undefined)	-10	5.0	-26	-0.1	26	-2	-1.7	1.8	0	-13

The results go on.
SMILES	Tat export inh	phage Ecoli inh	SR-BI uptake up	AddAB inh	SR-BI DiI inh	Wnt bcat act	CAL PDZ FP-1	Ecoli viability	CAL PDZ FP-2	MITF TRPM1 HTS
Cc1ccc(/C=C/C(=O)c2c(C)cc(C)[nH]c2=O)cc1	4	nt	-2	-0.5	2	-14	-0.3	-0.4	-2	-43
O=C(COC(=O)c1ccccc1Br)Nc1ccc(F)cc1	-9	4.4	20	2.6	-20	4	0.7	-0.2	3	42
CCc1cccc(NC(=O)COc2ccccc2)c1	-2	1.1	21	3.6	-21	nt	-1.8	0.9	0	23
Cc1ccccc1-c1nnc(-c2ccccc2C)o1	3	0.5	17	-1.3	-17	47*	-0.7	-1.6	2	58
O=C(O)c1ccc(S(=O)(=O)N2CCC(c3nc(-c4ccccc4Cl)no3)CC2)cc1	-6	2.5	5	0.3	-5	nt	-2.2	2.8	nt	-3
CCOc1cc(/C=C2\SC(=N)N(c3nccs3)C2=O)ccc1OCCN1CCOCC1	-5	-2.2	22	2.2	-22	-3	-3.0	-3.9	-3	11
Cc1ccccc1OCC(=O)Nc1ccc2oc(=O)ccc2c1	6	3.5	-5	2.8	5	0	-0.8	-0.5	1	13
Cc1nc2c(=O)n(-c3ccc(F)cc3F)nc(C)c2s1	-2	2.2	29	3.8	-29	-1	-0.2	2.5	nt	2
COc1ccc(NC(=O)Cn2nc([N+](=O)[O-])c(Cl)c2C)cc1OC	-5	0.7	-10	0.7	10	4	-3.2	1.4	-1	-16
O=S(=O)(Nc1ccncc1)c1ccc(Cl)cc1	7	0.2	24	-0.3	-24	nt	0.1	0.8	-4	nt
Cc1ccc(N(CC(=O)NC(C)C)C(=O)CCC(=O)Nc2ccccn2)cc1	5	3.9	nt	0.8	nt	5	10.0	-0.9	-5	14
C=CCn1c(SCC(=O)NCc2ccc3c(c2)OCO3)nc2scc(-c3ccc(F)cc3)c2c1=O	-9	1.6	37	3.4	-37	-8	nt	-1.5	-4	nt
CC(C)C(=O)N(c1ccc(F)cc1)C1C=CS(=O)(=O)C1 (centres undefined)	5	1.5	45	0.7	-45	-2	-1.7	0.9	-1	7
COc1ccc(-c2cc(N)n(S(=O)(=O)c3ccc(C)cc3)n2)c(OC)c1	2	1.9	-15	1.0	16	-5	-0.7	0.9	nt	nt
Cc1ccc(S(=O)(=O)N2CCN(Cc3cccc(F)c3)CC2)cc1	9	1.9	25	1.7	-25	2	0.7	-0.2	nt	nt
CCc1ncc(C(=O)c2ccc(OC)cc2)n1C	1	0.3	4	0.5	-4	10	-2.3	0.9	-3	22
Cc1cccc(NS(=O)(=O)c2ccc3c(c2)NC(=O)CC(=O)N3)c1	-11	0.1	15	1.2	-15	0	-0.3	1.6	-1	10
CCCCOc1ccc2c(C)cc(=O)oc2c1OCCCC	36	0.9	-10	-2.3	10	-11	-1.5	-2.7	-2	nt
Cc1nnc(SC(C)C(=O)NC2CCCCC2)s1 (centres undefined)	-7	0.2	-3	nt	3	2	-2.9	nt	-3	-6
O=[N+]([O-])c1ccc(S(=O)(=O)NCC(c2cccnc2)N2CCc3ccccc3C2)cc1 (centres undefined)	-1	2.0	-3	-0.3	3	0	-0.1	0.2	nt	7
Nc1nccnc1C(=O)N/N=C/c1ccco1	-5	2.1	9	-0.2	-9	16	-0.5	1.1	-1	nt
CCn1c(SCC(=O)Nc2sc(C)c(C)c2C#N)nnc1C1CC1	-10	3.5	-6	2.9	6	0	-0.9	-1.9	0	6
COc1ccc(CCC(=O)NC2CCCc3ccccc32)cc1OC (centres undefined)	1	-0.2	nt	2.7	nt	1	0.8	2.6	nt	-17
COc1ccc(NC(=O)CSc2nnc(C3CC3)n2C)cc1S(=O)(=O)N1CCOCC1	-7	1.4	-1	2.1	1	3	-0.2	-2.3	-5	-10
O=C(NC1CC1)C1=COCCO1	-5	0.9	-10	-0.8	10	nt	-1.1	-2.1	-4	nt

(more compounds)
SMILES	Tat export inh	phage Ecoli inh	SR-BI uptake up	AddAB inh	SR-BI DiI inh	Wnt bcat act	CAL PDZ FP-1	Ecoli viability	CAL PDZ FP-2	MITF TRPM1 HTS
COc1ccc(CCNC(=O)c2ccc(-c3ccc([N+](=O)[O-])cc3Cl)o2)cc1	18	3.6	0	2.8	0	-1	0.5	-1.1	nt	4
Cc1cc(=O)oc(C)c1C(=O)NCCc1ccccc1	0	1.9	15	1.1	-15	6	-0.8	1.6	-5	7
Cc1cccc(NC(=S)N(Cc2ccco2)C(C)c2cccs2)c1 (centres undefined)	7	0.8	-8	2.0	8	-2	-2.2	1.1	-3	0
Cc1ccc(NC(=O)CC2Nc3ccccc3NC2=O)cc1Cl (centres undefined)	1	0.1	-32	nt	32	0	-1.4	nt	-3	-1
COc1ccc(-c2csc(NC(=O)CC(C)C)n2)cc1	-6	2.5	-22	2.0	22	53*	-3.3	1.9	0	64
Cc1onc(-c2ccccc2Cl)c1C(=O)NCc1cccs1	-5	2.6	18	0.0	-18	nt	-0.9	2.4	0	-11
COc1ccccc1C(=O)NCC(=O)OCc1ccc(Br)cc1	3	3.6	-7	3.7	7	-7	-0.9	0.2	-3	12
CCCCCNC1=CC(=O)CC(c2ccccc2)C1 (centres undefined)	4	3.2	0	2.6	0	5	-0.1	0.5	nt	nt
C/C(=N\NC(=O)c1nnn(-c2nonc2N)c1-c1cccs1)c1ccc(C)cc1	1	2.1	8	2.2	-8	-1	-1.6	-1.1	-2	18
CCOc1ccccc1C=NNC(=O)C(=O)NN=Cc1ccccc1OCC	11	2.3	-25	nt	25	1	-0.4	nt	-4	5
COc1ccccc1OCc1ccc(C(=O)NN)o1	-10	4.4	6	3.1	-6	1	-2.1	1.0	3	-5
COCC(=O)NCc1ccc2c(c1)cc(C)n2C	2	4.0	-3	2.2	3	nt	-1.7	-1.7	-3	-10
CCCNc1nc(Cl)nc(NCc2cccnc2)n1	-1	-2.7	-4	2.7	4	-1	-1.1	-0.4	-5	-2
Cc1ccc(S(=O)(=O)N(C)CC(=O)OCC(=O)NC(c2ccccc2)c2ccccc2)cc1	13	2.8	22	-0.8	-22	0	-2.8	0.3	4	-3
COc1ccc(C(=O)Nc2ccc3nc(N4CCCCC4)cc(C)c3c2)cc1OC	9	-0.1	-44	6.7	44	1	-1.7	0.0	3	8
COc1ccc(N2CCN(C(c3cccc(OC)c3OC)c3nnnn3C3CCCC3)CC2)cc1 (centres undefined)	-1	2.9	-20	1.9	20	-1	-2.9	0.8	-3	-6
